Wnt bcat act: Wnt/beta-catenin pathway activation. 300,000 compounds, 1.2% hits. Wnt/beta-catenin reporter cell assay, activator, plate reader. activation, % at 9.35 µM; in the data active = activation above about 30%, passing the limit was not always enough;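 note: 0% = neutral control wells and 100% = positive control wells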
phage Ecoli inh: E. coli growth loss with phage present. inhibition, % at 11.9 µM. 360,000 compounds, 0.26% hits. growth absorbance; in the data active = inhibition above about 11%
* hit, by the source's call. Some of the compounds tested; rates above refer to the full screens.

SMILES	Wnt bcat act	phage Ecoli inh
NC(=O)c1cccc(-c2csc(C(O)c3cccc(Cl)c3)n2)c1 (stereo unspecified)	-1	5.2
Cc1ccc(S(=O)(=O)N2C[C@H]3C(=O)C[C@@H]4C(=O)N(c5ccccc5)C(=O)[C@@H]4[C@@H]3C[C@@H]2c2ccccc2)cc1	-2	-2.6
CCOC(=O)c1ccc(-c2ccc3ncnc(NCc4csc(C)n4)c3c2)o1	-2	1.4
CSCCC(C(=O)NC1CCCC1)n1c(-c2ccncc2)nc2ccccc21 (stereo unspecified)	-1	0.2
CCOC(=O)[C@]12CCC=C1N(Cc1ccccc1)C(=O)[C@H](CC(=O)NCCCCc1ccccc1)C2	-5	0.7
CC(=O)Nc1ccc(C2=NOC(C)(C)C(=O)N2Cc2cccc(C#N)c2)cc1	-2	3.2
CC(C)(C)c1ccc(CC(=O)N2CCC2(C)C(=O)NS(=O)(=O)c2cccc(C#N)c2)cc1 (stereo unspecified)	0	2.5
O=C(c1cccnc1)N(Cc1ccccc1)C(c1ccccc1)c1nc2ccccc2[nH]1 (stereo unspecified)	0	1.5
COC(=O)[C@@]1(Sc2ccc(C)cc2)CC(=O)N(c2ccc3c(ccn3C)c2)[C@@H]1c1ccccc1	-3	4.6
CCN(CC)c1ncnc2c1ncn2[C@H]1CN(Cc2ccco2)C[C@@H](CO)O1	0	2.2
CC(C)c1ccc(Oc2cccc3c2S(=O)(=O)N([C@H](C)c2ccccc2)C[C@@H](COCc2ccccc2)O3)cc1	-5	0.7
FC(F)(F)c1cccc(-c2cc3nc(NCCCn4ccnc4)ccn3n2)c1	-1	1.6
O=C(NC(c1ccccc1)c1cnccn1)C1CCN(CCOc2ccc(Cl)cc2Cl)CC1 (stereo unspecified)	-1	2.8
FC(F)(F)c1cccc(-c2cc3nc(NC4CCCCC4)ccn3n2)c1	-2	0.5
COc1ccccc1-c1ccc2c(c1)C(C)(Cc1ccccc1C#N)C(=O)N2 (stereo unspecified)	-1	3.3
O=C(Nc1ccc(Cl)c(C(F)(F)F)c1)C1Cc2c(-c3ccc4c(c3)OCO4)ccnc2O1 (stereo unspecified)	0	1.9
Cc1cccc(CN2CCN(C3CN(C4CCCCC4)S(=O)(=O)C3)CC2)c1 (stereo unspecified)	-1	0.4
CCOC(=O)[C@]12CCC=C1N(Cc1ccccc1)C(=O)[C@H](CC(=O)NCc1cccs1)C2	-1	2.0
CCO/C(C)=N/Oc1cccc(N(C)C)c1	1	1.1
COc1cccc(Cn2cnc(-c3ccccc3OC)c2-c2cccnc2)c1	-1	1.4
CSc1ccccc1NC(=O)C1(C)CCN1C(=O)Cc1ccc(Cl)cc1Cl (stereo unspecified)	-11	-2.2
Cc1cccc(-c2cnc(C(O)Cc3ccccc3)[nH]2)c1 (stereo unspecified)	13	2.4
COc1ccc(C2=Nc3ccccc3N(C(=O)Cc3cc(OC)cc(OC)c3)C2C(=O)NC(C)(C)C)cc1 (stereo unspecified)	2	-1.2
CC(C)c1ccc(NC(=O)Nc2nc(C(N)CCc3ccccc3)cs2)cc1 (stereo unspecified)	-3	0.6
CCCCNC(=O)C(NC(=O)c1ccc(C(F)(F)F)cc1)C(=O)c1ccccc1 (stereo unspecified)	-2	1.5
Cc1ccc(C(O)c2ncc(-c3cccc(F)c3)[nH]2)cc1 (stereo unspecified)	-1	3.9
CCC(c1nnnn1-c1ccc2c(c1)OCCO2)N1CCN(C(C)=O)CC1 (stereo unspecified)	-2	1.1
COC(=O)CN1C(=O)CSc2ccc(S(=O)(=O)N3CCC(C)CC3)cc21	-2	1.5
CCCc1nc2ccc(Cl)cn2c1Cc1ccccc1	5	-1.4
CC(C)[C@H](COC=O)NC(=O)[C@H]1O[C@@H](n2ccc(N)nc2=O)[C@H](O)[C@@H]1O	1	4.0
N#Cc1ccccc1OCCCN1CCC(C(O)(c2ccccc2)c2ccccc2)CC1	-2	4.9
COc1ccc(F)cc1-c1cc(C(=O)NCc2ccc(F)cc2)[nH]n1	-1	4.9
CC1(C(=O)Nc2cccc3cccnc23)CCN1Cc1csc2ccccc12 (stereo unspecified)	-2	3.4
CC(C)N1CCC(C)(C(=O)Nc2cccc3c2CCCC3)C1 (stereo unspecified)	-2	0.1
CC1(C(=O)NS(=O)(=O)c2cccc(C#N)c2)CCN1C(=O)CC1CC1 (stereo unspecified)	0	-0.2
Cc1ccccc1C(=O)N1CCC[C@H]1C(=O)N1CCC[C@H]1C(=O)NCc1ccccn1	-3	0.2

6 entries picked at random from the list so far, as already listed:
SMILES	Wnt bcat act	phage Ecoli inh
CCCc1nc2ccc(Cl)cn2c1Cc1ccccc1	5	-1.4
Cc1ccc(C(O)c2ncc(-c3cccc(F)c3)[nH]2)cc1 (stereo unspecified)	-1	3.9
COC(=O)CN1C(=O)CSc2ccc(S(=O)(=O)N3CCC(C)CC3)cc21	-2	1.5
CC(C)N1CCC(C)(C(=O)Nc2cccc3c2CCCC3)C1 (stereo unspecified)	-2	0.1
CC1(C(=O)Nc2cccc3cccnc23)CCN1Cc1csc2ccccc12 (stereo unspecified)	-2	3.4
CC(C)[C@H](COC=O)NC(=O)[C@H]1O[C@@H](n2ccc(N)nc2=O)[C@H](O)[C@@H]1O	1	4.0

Next structures.
SMILES	Wnt bcat act	phage Ecoli inh
COc1cccc(C(C)(O)c2nc(-c3cccs3)cs2)c1 (stereo unspecified)	-2	2.5
Cc1ccc(F)cc1-c1cc(C(=O)NCc2cc(C(F)(F)F)cc(C(F)(F)F)c2)[nH]n1	-1	1.4
COc1ccc(C2=Nc3ccccc3NC(=O)C2N(Cc2ccccc2)C(=O)C2=NNC(=O)CC2)cc1 (stereo unspecified)	4	3.2
CC(=O)Nc1cc(-c2ccccc2)cn2c(-c3ccc(F)c(Cl)c3)cnc12	-1	1.5
O=S1(=O)CCSC[C@@H](CN2CCN(c3ccccc3)CC2)N1	-3	1.9
CC(C)NC(=O)C1(C)Cc2c(-c3cccc(C(N)=O)c3)ccnc2O1 (stereo unspecified)	1	1.1
C=Cc1ccc(Cn2c(C)c(C(=O)NCc3ccccc3C(F)(F)F)sc2=O)cc1	0	4.1
COc1ccccc1CCC(=O)Nc1ccc2c(c1)c(=O)n(C)n2Cc1cccc(C(F)(F)F)c1	0	1.2
O=CNc1cc(-c2ccc(C(=O)NC3CC3)cc2)cn2c(-c3ccc(F)c(Cl)c3)cnc12	-2	1.6
COc1ccc(NC(=O)C2(C)Cc3c(-c4ccc5c(c4)OCO5)ccnc3O2)cn1 (stereo unspecified)	-4	0.5
O=c1[nH][nH]c2c1[C@H](c1ccc(Cl)cc1)O[C@H](C1CCCC1)C2	1	2.9
CN1CCN(C(=O)C[C@H]2CC[C@H]3[C@@H](COC[C@@H](O)CN3C(=O)C3CCCC3)O2)CC1	-1	2.2
CCc1nc2c(OCc3ccccc3)cccn2c1N(C)C(=O)c1ccco1	-1	1.8
COCCCNC(=O)[C@@H](Cc1ccccc1)NC(=O)CC[C@H]1O[C@@H](n2ccc(=O)[nH]c2=O)[C@H](O)[C@@H]1O	-4	1.7
CC1(C(=O)NS(=O)(=O)c2ccc(C#N)cc2)CCN1C(=O)Cc1ccccc1Cl (stereo unspecified)	1	2.2
CCOC(=O)[C@]12CCCC=C1N(Cc1ccccc1)C(=O)[C@H](CC(=O)NCc1ccccc1)C2	0	1.9
COC(=O)c1cnc(NC(=O)C2(C)CCN2C(=O)C(C)C)s1 (stereo unspecified)	1	3.6
Cc1cccc(C)c1NC(=O)C1C(c2ccc3c(c2)OCO3)=Nc2ccccc2N1C(=O)c1cccc2ccccc12 (stereo unspecified)	0	-0.3
CN(C)CCCOc1ccc(-c2cc3nc(NCc4cccnc4)n(C)c(=O)c3s2)cn1	-3	2.5
O=S1(=O)CC(N2CCN(CC3CC3)CC2)CN1C1CCCC1 (stereo unspecified)	-3	3.5
CC(C)(C)NC(=O)C(C1CC1)n1c(=O)c(-c2cc3ccccc3[nH]2)nc2ccccc21 (stereo unspecified)	-1	1.4
CN(C)c1ccc(-c2[nH][nH]c(=O)c2NC(=O)c2ccccn2)cc1	0	3.5
C[C@@H]1CCCCO[C@H](CN(C)S(=O)(=O)c2cn(C)cn2)[C@@H](C)CN([C@H](C)CO)C(=O)c2cc(NC(=O)CCCN(C)C)ccc2O1	-2	1.0
C[C@@H]1CN([C@@H](C)CO)C(=O)CCCn2cc(nn2)CO[C@H]1CN(C)C(=O)c1ccncc1	1	3.1
CSCCC(C(=O)Nc1c(C)cccc1C)n1c(-c2ccc(C(F)(F)F)cc2)nc2ccccc21 (stereo unspecified)	-2	0.5
COc1ccc(NC(=O)Nc2ccc3c(c2)C(=O)N([C@H](C)CO)C[C@H](C)[C@H](CN(C)C)OCCCC[C@@H](C)O3)cc1	-5	3.9
COC(=O)[C@]12C[C@H](CC(=O)N3CCOCC3)C(=O)N(Cc3ccc4c(c3)OCO4)C1=C[C@H](COCc1ccccc1)O[C@@H]2C	-3	3.5
CCOC(=O)C1(C)CCCCCN1C(=O)c1ccc(OC)c(C(F)(F)F)c1 (stereo unspecified)	0	-0.3
Cc1ccc(S(=O)(=O)N2[C@H](c3ccc(Cl)cc3)CC(=O)[C@@H]3CN(S(=O)(=O)c4ccccc4C)[C@H](c4ccc(Cl)cc4)C[C@@H]32)cc1	-8	1.9
CC(=O)Nc1ccc(CNc2nc(NCC3CC3)nc3ccsc23)cc1	-1	-1.6
COc1ccccc1CNc1nc(NCCOc2ccccc2Cl)c2sccc2n1	-6	2.4
COC(=O)c1ccc(CN2C(=O)C(Cc3ccccc3)ON=C2c2ncccc2C)o1 (stereo unspecified)	0	0.9
COC(=O)c1cc2c(c3c4cc(C)ccc4n(S(=O)(=O)c4ccc(OC)cc4)c13)C(=O)N(Cc1ccc(C(F)(F)F)cc1)C2	-5	2.9
COC(=O)[C@]12CCCCC=C1N(CCC1=CCCCC1)C(=O)[C@H](CC(=O)NCc1ccc(C)o1)C2	-2	0.6
O=C1c2[nH]nc(-c3ccccc3)c2C(c2ccccc2)N1c1ccccc1 (stereo unspecified)	1	3.2
COCc1[nH]nc2c1C(c1ccccc1)N(c1ccccc1)C2=O (stereo unspecified)	-1	1.4
COC(=O)C[C@@H]1C=C[C@@H](NS(=O)(=O)c2ccccc2OC)[C@@H](CO)O1	-2	2.2
COC(=O)[C@]12CCCCC=C1N(Cc1ccccc1)C(=O)[C@H](CC(=O)N1CCSCC1)C2	-4	1.4
CN(Cc1ccco1)C(=O)CC[C@H]1O[C@@H](n2ccc(=O)[nH]c2=O)[C@H](O)[C@@H]1O	-2	2.7
CCCCn1nnnc1C(c1ccccc1)N1CCN(c2ccccc2)CC1 (stereo unspecified)	-1	2.1
O=C(NCc1ccccc1)c1cc(C2COCCN2C(=O)c2cccs2)on1 (stereo unspecified)	-2	0.5
CCCS(=O)(=O)NC(=O)C1(C)CCN(C(=O)c2c(F)cccc2F)C1 (stereo unspecified)	-4	1.8
CC1(C(=O)NS(=O)(=O)c2ccc(Br)cc2)CCN1C(=O)CC1CCCCC1 (stereo unspecified)	1	3.3
CC(C)NC(=O)C1(C)CCN1C(=O)C1(c2ccccc2)CCCC1 (stereo unspecified)	-5	-0.6
COc1ccc(NC(=O)c2cc(C3CCCCN3C(=O)c3ccc(Cl)cc3)on2)c(C)c1 (stereo unspecified)	2	2.0
CCCNC(=O)c1cc(C2CCCN(C(=O)c3ccc4ccccc4c3)C2)on1 (stereo unspecified)	-2	1.7
CCCCCCn1cc(CN2CC(N3CCSCC3)CS2(=O)=O)nn1 (stereo unspecified)	18	3.0
COC(=O)C1=C(C)N(Cc2ccccc2C(F)(F)F)C(=NCc2ccc3c(c2)OCO3)NC1c1ccccc1 (stereo unspecified)	-2	4.4

Structures shown so far with a thiophene ring, fused or not:
SMILES	Wnt bcat act	phage Ecoli inh
CCOC(=O)[C@]12CCC=C1N(Cc1ccccc1)C(=O)[C@H](CC(=O)NCc1cccs1)C2	-1	2.0
CC1(C(=O)Nc2cccc3cccnc23)CCN1Cc1csc2ccccc12 (stereo unspecified)	-2	3.4
COc1cccc(C(C)(O)c2nc(-c3cccs3)cs2)c1 (stereo unspecified)	-2	2.5
CN(C)CCCOc1ccc(-c2cc3nc(NCc4cccnc4)n(C)c(=O)c3s2)cn1	-3	2.5
CC(=O)Nc1ccc(CNc2nc(NCC3CC3)nc3ccsc23)cc1	-1	-1.6
COc1ccccc1CNc1nc(NCCOc2ccccc2Cl)c2sccc2n1	-6	2.4
O=C(NCc1ccccc1)c1cc(C2COCCN2C(=O)c2cccs2)on1 (stereo unspecified)	-2	0.5

Remaining list, next part
SMILES	Wnt bcat act	phage Ecoli inh
CC(C)(C)NC(=O)C1c2ccccc2OCC(=O)N1Cc1cccnc1 (stereo unspecified)	1	3.6
CC(=O)c1ccc2c(c1)N(Cc1ccc3ccccc3c1)C(=O)C(C)S2 (stereo unspecified)	0	1.2
CCOC(=O)CC1(O)CSc2nc(N)cc(=O)n21 (stereo unspecified)	3	3.7
OC(c1ccc(Cl)cc1)c1ncc(-c2ccccc2F)[nH]1 (stereo unspecified)	1	2.5
COCCNC(=O)C1(C)CCCN(C(=O)c2cccc(OC(F)(F)F)c2)C1 (stereo unspecified)	14	2.7
COc1ccccc1OCCCN1CCC(C(O)(c2ccccc2)c2ccccc2)CC1	-2	1.7
Cc1cc(Nc2ccc(Cl)c(C(F)(F)F)c2)cc(=O)n1-c1ccc(Cl)c(C(F)(F)F)c1	-5	3.0
CCOC(=O)C1=C[C@@H](C(C)(C)C)N(S(=O)(=O)c2ccc(C)cc2)[C@H]1c1ccc(OC)cc1	-5	2.4
CCc1nc2c(OCCC3CCCCC3)cccn2c1N(C)C(=O)c1ccc(C)cc1	-2	-0.9
CCOC(=O)C1(C)CCN1C(=O)c1cccc(OC(F)(F)F)c1 (stereo unspecified)	-3	2.2
Cc1cc(NC(=O)CCc2c[nH]c3ccccc23)ccc1Oc1cccnc1	-2	1.1

Assay outcomes (PubChem BioAssay)
